# High-throughput results from PubChem BioAssay.
# UBC13 polyUb – blocks human UBC13 polyubiquitin chain formation; P61088; 330,000 compounds, 0.47% hits; TR-FRET; inhibition, % at 20 µM; in the data active means inhibition above about 45%, passing the limit was not always enough
# Target sequence (P61088 whole entry, looked up): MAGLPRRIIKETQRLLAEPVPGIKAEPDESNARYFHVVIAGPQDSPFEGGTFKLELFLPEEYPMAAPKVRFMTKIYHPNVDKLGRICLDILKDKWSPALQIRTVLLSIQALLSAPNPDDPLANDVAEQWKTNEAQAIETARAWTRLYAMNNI
# APJ antagonist – antagonists of human APJ apelin receptor. 330,000 compounds, 0.32% hits. P35414. CHO-K1 APJ beta-arrestin complementation, luminescence. inhibition, % at 20 µM;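 active means inhibition above about 40% at 20 µM, limit read from the data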;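 further: cells challenged with 10 nM apelin-13 agonist together with compound; plate controls were apelin-13 plus DMSO wells for no effect and DMSO wells lacking apelin-13 for full effect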
# Target sequence (P35414 whole entry, looked up): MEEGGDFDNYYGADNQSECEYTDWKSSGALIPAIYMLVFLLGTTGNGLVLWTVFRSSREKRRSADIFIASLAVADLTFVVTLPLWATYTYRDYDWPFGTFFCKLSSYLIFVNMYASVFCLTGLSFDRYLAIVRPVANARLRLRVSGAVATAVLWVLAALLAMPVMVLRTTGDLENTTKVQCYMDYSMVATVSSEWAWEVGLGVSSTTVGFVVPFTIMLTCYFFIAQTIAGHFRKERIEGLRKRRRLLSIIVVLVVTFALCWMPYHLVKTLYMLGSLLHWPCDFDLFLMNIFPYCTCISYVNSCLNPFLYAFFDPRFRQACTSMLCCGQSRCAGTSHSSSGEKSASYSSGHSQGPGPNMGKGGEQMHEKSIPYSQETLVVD
# CXCR6 inh – inhibitors of human CXCR6 receptor | CHO-K1 PathHunter CXCR6 beta-arrestin, luminescence | 360,000 compounds, 0.36% hits | AID 602244 | inhibition, % at 20 µM; in the data active means inhibition above about 34%, passing the limit was not always enough;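 further: antagonist mode with CXCL16 agonist at 10 nM final; 0% = 10 nM CXCL16 with DMSO and 100% = unstimulated wells without agonist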
# Target sequence (O00574 whole entry, looked up): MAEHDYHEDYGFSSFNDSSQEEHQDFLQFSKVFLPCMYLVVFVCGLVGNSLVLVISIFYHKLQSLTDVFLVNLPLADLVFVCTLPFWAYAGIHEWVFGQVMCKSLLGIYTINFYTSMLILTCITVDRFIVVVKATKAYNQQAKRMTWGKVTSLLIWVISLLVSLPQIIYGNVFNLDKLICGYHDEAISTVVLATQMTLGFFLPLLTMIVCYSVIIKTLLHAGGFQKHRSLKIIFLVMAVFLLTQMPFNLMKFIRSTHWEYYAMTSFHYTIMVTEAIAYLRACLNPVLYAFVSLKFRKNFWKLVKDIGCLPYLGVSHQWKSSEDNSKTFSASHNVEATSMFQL
# Gli-Sufu block – blocks Gli-Sufu signaling in a luciferase reporter. Sufu-KO-LIGHT fibroblasts, Gli luciferase reporter luminescence. 340,000 compounds, 0.74% hits. inhibition, % at 5 µM;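 active means inhibition above about 55%, limit read from the data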;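 further: 0% = DMSO-treated cells and 100% = wells with medium but no cells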
# ATG4B inhibitor – inhibitors of human ATG4B cysteine protease | Q9Y4P1 | ATG4B cleavage of LC3-PLA2, NBD-HPC fluorescence, 1 h | inhibition, % at 8.33 µM | 340,000 compounds, 0.51% hits | AID 504462; in the data active means inhibition above about 40%
# EBI2 antag – blocks human EBI2 receptor beta-arrestin signaling; P32249; EBI2 beta-arrestin recruitment, luminescence, 7a,25-OHC stimulated; inhibition, % at 5 µM; 360,000 compounds, 0.81% hits; AID 651636; in the data active means inhibition above about 38%;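 further: enzyme fragment complementation signal reports receptor beta-arrestin coupling in cells; 0% = agonist plus DMSO wells and 100% = wells without agonist; some results beyond the cut were filed as inactive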
# CCR6 antagonist – CCR6 (human) receptor antagonism; P51684; CHO-K1 CCR6 PathHunter beta-arrestin, luminescence, CCL20-stimulated; inhibition, % at 20 µM; 340,000 compounds, 0.49% hits;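 active means compounds whose inhibition of the agonist-driven luminescence signal at 20 µM reaches about 50%, limit read from the data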;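 further: cells stimulated with CCL20 at 14 nM final; plate controls were DMSO with CCL20 for no effect and DMSO without agonist for full effect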
# APJ agonist – activates the human apelin receptor APJ; P35414; CHO-K1 APJ PathHunter beta-arrestin, luminescence; 0% DMSO wells, 100% apelin; activation, % at 20 µM; 330,000 compounds, 0.11% hits; AID 2520;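 active means activation more than six SD over the plate average, tested at 20 µM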;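 further: 0% = DMSO alone and 100% = apelin-13 at 10 nM; some results filed as inactive read as strong as hits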
#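 Test system – PathHunter CHO-K1 APJ (AGTRL-1) beta-arrestin reporter cells · Input – 1000 cells/well · Compound – single test compound dose, 20 µM final, 1% DMSO · Times – compound stimulation 90 min at 25 °C, detection 60 min · Technique – beta-gal luminescence · Read-out basis – APJ–arrestin association signal · Control set – negative DMSO alone, positive Apelin-13 at 10 nM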
# Numbers without * were called inactive; . = no result given.
SMILES,UBC13 polyUb,APJ antagonist,CXCR6 inh,Gli-Sufu block,ATG4B inhibitor,EBI2 antag,CCR6 antagonist,APJ agonist
CC(C)c1ccc(/C=N/NC(=O)c2cccc(Cl)c2)cc1,.,.,-10,-91,15,-7,-5,.
O=C(NCCCn1ccnc1)c1ccco1,-1,15,10,-2,3,-4,-17,-1
COc1ccc(NC(=O)Cn2nnc(-c3ccccc3F)n2)cc1Cl,-1,9,3,7,-2,4,6,-2
CC(CCc1ccccc1)NC(=O)CSc1nccc(=O)[nH]1 (stereo not drawn),2,0,1,-5,-13,-2,-25,-1
CC(=O)N1N=C(c2ccc(C)o2)CC1c1ccc(Br)cc1 (stereo not drawn),7,-22,0,-45,-14,8,7,-2
CCN(CC)c1ccc(/C=N/NC(=O)CNC(=O)c2cccs2)cc1,3,7,-8,9,-3,8,11,-3
O=C(CN(C(=O)C1CSC(=O)C1)c1cccc(F)c1)NC1CCCC1 (stereo not drawn),5,2,7,-9,-3,12,-3,-4
CCOC(=O)N1CCC2(CC1)C(C#N)=C(N)OC1=C2C(=O)CC(C)C1 (stereo not drawn),4,-12,0,8,-6,0,1,0
COC(=O)C(C)(C)ONC(=O)Nc1ccccc1Br,1,4,-10,-2,2,-1,6,0
Cc1ccc(NC(=O)c2ccc(S(=O)(=O)C(F)F)cc2)c(C)c1,9,-12,4,0,5,17,7,4
COC(=O)Nc1ccc(S(=O)(=O)N2CCCC(C(=O)N3CCCCCC3)C2)cc1 (stereo not drawn),-11,8,-11,10,-9,6,8,1
O=[N+]([O-])c1ccc(S(=O)(=O)N2CCC3(CC2)OCCN3S(=O)(=O)c2cccs2)cc1,-5,-124,-8,1,-2,-9,-4,10
CC/C(=N\O)C(C)(C)/[N+]([O-])=C/c1ccc(Br)cc1,-4,2,1,-1,14,0,-17,-1
c1ccc(CC2CCCNC2)cc1 (stereo not drawn),16,27,-10,-2,5,1,-10,-2
O=C(Cc1c(F)cccc1Cl)N/N=C/c1cccnc1,4,0,-1,-32,1,2,10,-1
Cc1c(S(=O)(=O)Nc2cc(Cl)ccc2Cl)c(=O)n(C)c(=O)n1C,0,-4,-1,2,-5,-13,1,-1
O=C(NC1CCCCC1)c1sc(=S)n2c1[nH]c(=O)c1ccccc12,-12,16,-2,2,37,2,15,-7
CCOc1ccc(CN(C)CC(=O)Nc2cccc(C)c2)cc1OC,5,-9,-4,21,-10,9,-1,-1
Cc1c(Cl)ccc2sc(NC(=O)CN3C(=O)c4ccccc4C3=O)nc12,-20,-12,-2,6,0,2,2,-7
CC(=O)Nc1nc(-c2ccccc2)c(-c2ccccc2)o1,4,-6,-7,-13,0,-11,7,-8
CCN(C(=O)c1ccc(S(C)(=O)=O)cc1)C12CC3CC(CC(C3)C1)C2,5,-3,-8,1,-15,-9,21,-1
Cc1nc2ccccn2c1C(=O)NNS(=O)(=O)c1ccc(Cl)cc1,0,4,6,-1,3,-9,-24,-1
Cn1cnc2cc(NC(=O)c3cccs3)ccc21,-16,4,0,-6,-23,-3,9,-1
CC(=O)Oc1c(/C=C(\C#N)C(N)=O)[nH]c2ccccc12,.,.,42*,-3,3,-12,36,.
CCC(C)NC(=O)CC(c1ccccc1)c1cc(C)ccc1O (stereo not drawn),-6,-18,2,-9,-7,-8,3,0
COc1cc(CN2CCN(C(c3ccccc3)c3ccccc3)CC2)cc(OC)c1OC,9,5,-6,34,-1,5,11,1
COc1cc(CNCCc2ccccc2)ccc1OCC(N)=O,6,14,-4,10,4,-3,-4,-3
Cc1ccc(-c2cc(C)nc3ncnn23)cc1,1,-33,4,-12,1,-4,4,-1
CC(C)(C)OC(=O)NCCC(=O)N/N=C/c1cccc2nccnc12,-11,1,-2,-1,-8,9,2,-1
O=C(CSc1ncccn1)NN=C1CCCCCCC1,3,8,-21,-19,-1,3,0,-4
COc1ccc(S(=O)(=O)NC2CCCCC2)cc1F,-1,6,-12,1,-12,-1,-3,3
COC(=O)c1cccnc1Oc1ccccc1,-14,6,2,-7,-2,5,-1,1
CC(C)CC(=O)NC(c1ccccc1)c1c(O)ccc2ccccc12 (stereo not drawn),4,2,-9,21,-8,2,8,-2
CCOC(=O)/C=c1\s/c(=C(\C#N)C(N)=O)n(-c2ccccc2)c1=O,-13,-11,-10,8,-2,16,8,2
Cc1ccc(OCC(=O)Nc2ccc3c(c2)nc2n3CCOC2)cc1,-2,-10,13,3,-3,1,-8,0
O=C(NCc1ccccc1Cl)c1ccc(S(=O)(=O)N2CCCC2)cc1,5,-4,1,-2,3,-6,-3,-6
CC(c1ccccc1)C(OC(=O)c1cccc([N+](=O)[O-])c1C(=O)O)c1ccccc1 (stereo not drawn),.,.,2,-6,-6,8,2,.
CCN(CC(=O)Nc1cc(Cl)ccc1C)C(=O)Cc1sc(C)nc1-c1ccc(F)cc1,-4,15,8,5,-4,8,5,0
O=C(O)c1cccc(CN2C(=O)c3ccccc3C2=O)c1,10,13,-3,1,-7,4,12,-2
CSc1ncccc1C(=O)Nc1cccc(S(=O)(=O)N2CCCCC2)c1,-4,-5,10,7,-6,1,17,-3
O=C(CCSCc1ccc(Cl)cc1)NCc1cccnc1,-2,7,-6,13,-8,-1,1,0
Cc1ccsc1C(=O)NCc1ccc(F)cc1,-1,6,-1,-13,-9,-7,8,-3
O=C(NC1CCCCC1)N1CCc2ccccc21,-20,-21,1,-55,-8,4,2,4
Cc1cc(C)n(CC(=O)N/N=C/c2cccs2)n1,-5,10,-6,-3,-1,-7,-3,7
O=S(=O)(NCc1ccncc1)c1ccc(S(=O)(=O)NCC2CCCO2)cc1 (stereo not drawn),6,-11,-2,53,1,7,1,7
CCOc1cc2c(cc1OC)C(NC(=O)c1ccco1)CC2=O (stereo not drawn),-2,8,3,24,0,-10,12,-2
Cc1nnc(NC(=O)CN2C(=O)c3ccccc3S2(=O)=O)s1,-1,5,9,6,1,0,-12,-1
CC(C)NS(=O)(=O)c1cc(F)ccc1CN1C(=O)c2cccnc2C1=O,-1,15,6,6,-5,-1,-1,-3
Cc1cc(C)c(C)c(S(=O)(=O)N[C@@H](C)C(=O)OC(C)C(=O)NC(N)=O)c1C (stereo partly drawn),14,-5,7,-4,-6,-1,-7,-4
CCOC(=O)C/C(C)=N/NC(=O)c1cccs1,6,-5,3,22,0,-11,-2,-4
# More compounds.
SMILES,UBC13 polyUb,APJ antagonist,CXCR6 inh,Gli-Sufu block,ATG4B inhibitor,EBI2 antag,CCR6 antagonist,APJ agonist
CNC(=O)c1c[nH]c2ccc(S(=O)(=O)Nc3cccc(SC)c3)cc2c1=O,-2,-10,-6,7,-8,3,-2,0
O=C(CCN1C(=O)C2CC=CCC2C1=O)Nc1nccs1 (stereo not drawn),9,4,0,1,-5,3,-5,-2
O=C(NNC(=S)NC(=O)C12CC3CC(CC(C3)C1)C2)c1ccncc1,-29,28,31,-3,-18,6,51*,-9
CN1CCCC(OC(=O)/C(C#N)=C/c2ccccc2)C1 (stereo not drawn),-15,19,0,-3,-6,2,5,-3
Cc1ccc(OCC(=O)Nc2cc(NC(=O)COc3ccc(C)c(C)c3)cc(C(=O)O)c2)cc1C,-17,14,2,3,16,0,0,-1
CCOC(=O)C1C(c2ccc(O)c(OC)c2)NC(=S)NC1(O)C(F)(F)F (stereo not drawn),2,7,2,-13,-2,-3,3,-1
COC(=O)C(C(=O)Nc1ccccc1C)C1CCCCCC1 (stereo not drawn),2,1,8,-4,-13,4,8,-2
CCCc1c(C(=O)Nc2cc(C)on2)cnn1-c1ccccc1,5,-9,-4,-5,5,-18,16,2
CNc1nc(C)c(C(=O)c2ccc(Cl)cc2)s1,2,4,2,-11,-2,-5,19,-3
C=CCn1c(SCC(=O)NC2CCCCC2)nnc1C1CCCCC1,7,14,-3,6,0,1,4,-6
O=C(CCNC(=O)c1ccccc1)NNC(=O)c1ccc(F)cc1,-4,11,-2,-14,-6,-7,8,-3
O=C(N[C@@H]1C/C=C\C[C@@H](CC(=O)N(CCO)Cc2ccccc2)C(=O)N[C@@H](c2ccccc2)COC1=O)OCC1c2ccccc2-c2ccccc21,1,5,10,56*,-6,10,12,-3
COc1ccc2c3c(cccc13)C(=O)N(O)C2=O,.,.,-5,24,12,2,13,.
COc1ccc(/C=C2\CCCC3C2=NN(C(=O)COC(=O)CNC(=O)c2ccccc2)C3c2ccc(OC)cc2)cc1 (stereo not drawn),-4,-12,2,5,-3,13,3,0
CCn1c(-c2csc3ccccc23)n[nH]c1=S,-12,17,4,-1,13,-10,7,-2
CC(=O)OCCNC(=O)c1cc2ccccc2oc1=O,-4,-7,0,4,-2,6,7,-2
Cc1nc(SCCC(C)C)c([N+](=O)[O-])[nH]1,-10,2,8,-9,3,1,20,-3
O=C(NCCc1ccc(Cl)cc1)c1ccc2nccnc2c1,-5,4,-17,-89,-7,4,-1,3
Cc1cccc(N=C2NC(=O)CS2)c1C,4,14,2,5,0,-6,12,-4
O=c1c2ccccc2nc(-c2ccccc2)n1CCN1CCOCC1,2,13,1,4,-13,-2,-6,-6
Cc1ccc(-n2nc(C)c3c(C)c(CCC(=O)NC(C)c4ccccc4)c(C)nc32)cc1 (stereo not drawn),15,5,6,-1,-4,20,13,-2
C=CCNC(=O)CN1C(=O)NC(C)(c2ccc(OC)cc2)C1=O (stereo not drawn),-3,17,-6,-25,1,4,12,-1
COc1cc(NC(=O)CSc2nnc(C)s2)cc(OC)c1,0,3,-4,6,-1,5,8,-3
CC(C)OC(=O)CC12CN3CC(CC(=O)OC(C)C)(CN(C1)C(=O)c1ccccc1C3=O)C2=O,-3,-11,-4,13,-4,0,9,-4
COc1cc(C)c(NC(=O)COc2ccc3c(c2)CCC3)cc1OC,7,3,-5,9,3,-9,7,0
CC(C)CCN(C(=S)Nc1cccc(F)c1)C1CCN(C(C)C)CC1,-4,-2,8,5,-6,-12,15,-3
CCOc1ccc(C(=O)NC(=S)Nc2ccccn2)cc1[N+](=O)[O-],-12,14,9,-23,0,5,-2,-1
CC1(c2ccccc2)CC(C)(C)N(C(=O)CSc2nnc(N)s2)c2ccccc21 (stereo not drawn),8,4,7,1,-7,19,14,2
O=C(COC(=O)c1cccc(F)c1)NC(=O)NCc1ccccc1,-9,2,1,5,-1,0,0,-2
COc1cccc(CNCc2ccccc2Br)c1OC,6,11,0,29,-4,-14,11,-5

# Nothing new here: 5 of the compounds above.
SMILES,UBC13 polyUb,APJ antagonist,CXCR6 inh,Gli-Sufu block,ATG4B inhibitor,EBI2 antag,CCR6 antagonist,APJ agonist
COc1cc(NC(=O)CSc2nnc(C)s2)cc(OC)c1,0,3,-4,6,-1,5,8,-3
CC(C)OC(=O)CC12CN3CC(CC(=O)OC(C)C)(CN(C1)C(=O)c1ccccc1C3=O)C2=O,-3,-11,-4,13,-4,0,9,-4
COc1cc(C)c(NC(=O)COc2ccc3c(c2)CCC3)cc1OC,7,3,-5,9,3,-9,7,0
CC(C)CCN(C(=S)Nc1cccc(F)c1)C1CCN(C(C)C)CC1,-4,-2,8,5,-6,-12,15,-3
CCOc1ccc(C(=O)NC(=S)Nc2ccccn2)cc1[N+](=O)[O-],-12,14,9,-23,0,5,-2,-1

# Continuation:
SMILES,UBC13 polyUb,APJ antagonist,CXCR6 inh,Gli-Sufu block,ATG4B inhibitor,EBI2 antag,CCR6 antagonist,APJ agonist
COC(=O)c1cccc(Cn2nnc3ccccc3c2=O)c1,8,12,10,-2,1,4,8,-2
COc1ccc2[nH]c3c(=O)n(Cc4ccc(C(=O)N5CCCC5)cc4)c(=S)[nH]c3c2c1,8,5,2,-8,-5,-4,7,-2
CCOC(=O)/C(=C\Nc1ccc(OC(F)(F)F)cc1)Sc1ncc(C(F)(F)F)cc1Cl,-8,23,2,3,0,-13,-1,-1
O=C(COc1ccc(C(=S)N2CCCC2)cc1)Nc1ccccc1C(F)(F)F,2,3,-4,-11,11,-2,14,5
